DRD3 antagonist = blocks the human D3 dopamine receptor | P35462 | D3R cells, DiscoveRx beta-arrestin luminescence, antagonist mode; stronger effect = lower value | max response, negative = inhibition, % | hit rate 2.5% among 360,000; in the data active = max response below about -50%; inconclusive = no clear call, values can overlap the other calls; note: % is set by controls: 0 for no effect and ±100 for the full control effect; mostly tested at two doses, the higher about 12 µM
Target sequence (P35462 whole entry, looked up): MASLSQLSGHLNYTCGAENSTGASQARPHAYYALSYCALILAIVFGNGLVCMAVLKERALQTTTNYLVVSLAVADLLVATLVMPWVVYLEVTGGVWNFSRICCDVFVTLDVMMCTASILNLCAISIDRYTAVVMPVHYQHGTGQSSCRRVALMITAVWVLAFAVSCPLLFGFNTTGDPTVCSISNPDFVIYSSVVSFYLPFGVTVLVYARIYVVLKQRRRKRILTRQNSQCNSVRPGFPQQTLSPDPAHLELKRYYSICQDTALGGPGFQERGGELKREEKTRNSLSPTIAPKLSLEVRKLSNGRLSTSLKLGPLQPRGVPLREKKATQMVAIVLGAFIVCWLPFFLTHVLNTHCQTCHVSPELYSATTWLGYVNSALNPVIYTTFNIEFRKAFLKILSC
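Cells expressing the human receptor were seeded at 1500 cells/well, incubated overnight at 37 degrees C in 5% CO2, then exposed to library compounds with dopamine controls for 90 minutes at 37 degrees C before luminescent detection.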
GLP1R ag = activates the human GLP-1 receptor | hit rate 0.007% among 380,000 | HEK293 GLP-1R CRE-luciferase, luminescence, 4-6 h; cells express a hypersensitive GLP-1R form | AID 624172 | P43220 | Potency, µM (titrated, usually from 45.6 µM), inactives show at the highest dose activation, hits mostly activators; note: potency is the fitted concentration of half-maximal effect; % of control where 0% means no effect
Target sequence (P43220 whole entry, looked up): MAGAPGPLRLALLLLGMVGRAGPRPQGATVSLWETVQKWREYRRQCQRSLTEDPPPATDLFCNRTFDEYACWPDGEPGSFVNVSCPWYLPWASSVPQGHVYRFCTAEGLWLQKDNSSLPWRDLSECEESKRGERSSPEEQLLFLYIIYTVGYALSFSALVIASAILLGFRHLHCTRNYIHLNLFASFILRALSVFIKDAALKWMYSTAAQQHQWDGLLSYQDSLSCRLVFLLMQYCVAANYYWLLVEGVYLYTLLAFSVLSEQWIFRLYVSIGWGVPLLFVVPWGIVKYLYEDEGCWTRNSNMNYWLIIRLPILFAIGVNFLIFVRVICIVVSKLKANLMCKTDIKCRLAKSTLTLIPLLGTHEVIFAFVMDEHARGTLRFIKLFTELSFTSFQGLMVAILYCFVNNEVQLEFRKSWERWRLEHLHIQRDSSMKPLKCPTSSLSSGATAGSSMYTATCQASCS
PTHR1 ag = agonists of human PTHR1 parathyroid hormone receptor. AID 743266. Potency, µM (highest dose often 115 µM), for inactives: top-dose activation, most hits filed as activators. HEK293 GP2 PTHR1 cells, GloSensor cAMP luminescence, 1 h. hit rate 0.075% among 410,000; note: potency is the fitted concentration of half-maximal effect; nearly all actives have a fitted effect of over 55% in size; some results filed as inactive show a strong effect at the top dose; inactives centre near -15; many of its hits are not listed in these tables
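HEK-293-derived GP2 cells expressing PTHR1 and a GloSensor cAMP reporter, 3,000/well, plated overnight, given luciferin plus IBMX (each 0.5 mM as added) for 1 h at 37 °C, then compound for 1 h at 37 °C. Luminescence was read after 15 min at room temperature.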
GLP1R inv ag = acts as inverse agonist at human GLP-1 receptor; Potency, µM (highest dose often 38.3 µM), for inactives: at the highest dose activity change, negative = inhibition, usual class: inhibitors; P43220; HEK293 GLP-1R CRE-luciferase, luminescence, 24 h; GLP-1R form is constitutively active; hit rate 1.6% among 410,000; note: potency is the fitted concentration of half-maximal effect; % is set by controls: 0 for no effect and ±100 for the full control effect; nearly all actives have a fitted effect of over 55% in size
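Constitutively active GLP-1R drives a cAMP-responsive luciferase in stably transfected HEK293 cells; test compounds are added after overnight (12 h) attachment and left 24 hr, and signal loss in luminescence marks inhibition.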
FUS suppressor = FUS proteinopathy suppression in yeast | S. cerevisiae FUS-expressing, growth rescue, OD600, 24 h | Potency, µM (highest dose often 76.6 µM), without a hit: at the top dose growth rescue (activation), usual class: activators | hit rate 0.24% among 390,000;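 note: potency is the fitted concentration of half-maximal effect; plate controls were DMSO vehicle for no effect and reference control for full effect; nearly all actives have a fitted effect of over 55% in size; some results filed as inactive show a strong effect at the top dose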
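Steps: raffinose overnight preculture; dilution to OD 0.005 in 2% galactose minimal medium; compound addition (concentration series); 24hr at 30C, 99% humidity; absorbance read at 600 nm.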
aSyn rescue = rescues yeast growth from alpha-synuclein toxicity. Yeast expressing alpha-synuclein, growth rescue, BacTiter-Glo, 24 h. Potency, µM (highest dose often 46.1 µM), without a hit: at the highest dose growth rescue (activation), usual class: activators. hit rate 0.14% among 370,000; note: potency is the fitted concentration of half-maximal effect; % of control where 0% means no effect; nearly all actives have a fitted effect of over 65% in size
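Galactose-induced alpha-syn yeast (OD600=0.02, raffinose-pregrown) + pinned cpd, 24 hr, 30 deg C; growth by BacTiter-Glo luminescence. Growth restoration scores as activation.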
pAkt inh = Akt phosphorylation inhibition | Neuro2A IGF-stimulated pAkt S473 HTRF, 20 min; stronger effect = lower value | activity change, % for hits at 50 µM | hit rate 0.32% among 360,000; in the data active = activity change below about -80%; inconclusive = mostly about -51% to -80%; note: % is set by controls: 0 for no effect and ±100 for the full control effect
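Neuro2A cells (4,500/well, DMEM with 0.5% FBS) were treated with compound at a single 50 µM final concentration, stimulated with 6 nM IGF for 20 min at 37 °C, and lysed. Phospho-Akt Ser473 was read by HTRF as 665/615 ratio ×10^4.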
Abeta rescue = compounds reversing amyloid beta toxicity in yeast; yeast expressing A-beta42, growth rescue, OD600, 48 h; response scale: 0% DMSO, 100% iron-clioquinol control; AID 1347071; hit rate 0.063% among 410,000; Potency, µM (highest dose often 46.1 µM), for inactives: at the highest dose growth rescue, most hits filed as activators; note: potency is the fitted concentration of half-maximal effect; nearly all actives have a fitted effect of over 55% in size
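Yeast A-beta toxicity model in growth medium with pinned compounds, 48 h at 30 C; growth read as absorbance at 600 nm. Normalized to FeCl3/clioquinol equimolar mix (positive) and DMSO (negative).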
TDP-43 yeast inh = TDP-43 toxicity inhibition in yeast; TDP-43 expressing yeast growth rescue, BacTiter-Glo, 24 h; Potency, µM (doses to about 46.1 µM), without a hit: at the highest dose growth rescue (activation), hits mostly activators; hit rate 1.8% among 410,000; note: potency is the fitted concentration of half-maximal effect; % of control where 0% means no effect; nearly all actives have a fitted effect of over 50% in size
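Cell-based yeast growth screen: TDP-43 expression induced in galactose, inoculum OD600=0.02 after raffinose pregrowth to mid-log. Read-out BacTiter-Glo luminescence at 24 hr, 30 deg C; inhibition of toxicity seen as signal increase.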
Numbers without * were called inactive; i = inactive; ? = inconclusive; nt = no result given; [ ] = remark or other dose. Unless noted, calls come from the whole dose curve; as a rule, active = well fitted curve in the direction sought with a large enough effect; inconclusive = small, poorly fitted or top-dose-only effect, or another doubt; inactive = no such curve, though single readings can be large; an effect the other way counts as inactive or inconclusive.

1	COc1ccc(NC(=O)COc2ccc(/C=N/NC(=O)c3cccnc3)cc2OC)cc1
2	COc1ccc(-c2noc(-c3ccc(N4CCN(c5ccc(OC)cc5)CC4)c([N+](=O)[O-])c3)n2)cc1
3	O=C(O)CCc1ncc(C(F)(F)F)cc1Cl
4	Fc1ccc(Oc2ccnc(Cl)n2)c(Cl)c1
5	COc1ccc(OC)c(NC(=O)CNC(=O)Cn2c(C)cc3ccccc3c2=O)c1
6	Cc1cc(Br)ccc1SCC(=O)OC/C(O)=C(\C#N)c1nc2ccccc2[nH]1
7	CC(C)(C)C(=O)Nc1nnc(SCC(=O)NC2CCCC2)s1
8	O=C(Nc1ccc(O)cc1)c1cccc(S(=O)(=O)N2CCOCC2)c1

screen / no.	1	2	3	4	5	6	7	8
DRD3 antagonist	21	nt	2	-17	9	19	1	nt
GLP1R ag	10%	nt	-6%	11%	-4%	-5%	6%	nt
PTHR1 ag	-19%	-10%	19%[57.5 µM]	i	i	i	i	-25%
GLP1R inv ag	17%	14%	6%	9%	?	?	1%	10%
FUS suppressor	-33%	-7%	?	16%	33%	-12%	7%	-4%
aSyn rescue	-4%	nt	6%	0%	0%	-9%	-3%	nt
pAkt inh	i	nt	i	i	i	i	i	nt
Abeta rescue	3%	-10%	-12%	-5%	-6%	4%	-12%	-12%
TDP-43 yeast inh	12%	17%	17%	3%	3%	17%	7%	14%

9	CCCCn1c(SCC(=O)N2CCCC2)nc2c1c(=O)n(C)c(=O)n2C
10	COc1ccc(C2(CCN=Cc3ccc(N(C)C)cc3)CCOC(C)(C)C2)cc1 (stereo unspecified)
11	CCCCn1c(SCC(=O)Nc2ccc(OCC)cc2)nc2ccsc2c1=O
12	O=C(O)c1cccc2c(/C=N/Nc3ccccn3)c[nH]c12
13	Cc1ccccc1C(=O)Nc1cccc(C(=O)OCc2cc(=O)n3nc(C4CC4)sc3n2)c1
14	Nc1nc(-c2ccc([N+](=O)[O-])cc2)cc(=O)[nH]1
15	COc1cc(OC)cc(C(=O)Nn2cnnc2)c1
16	Cc1nn(CC(=O)NCCCN2CCN(C)CC2)c(=O)c2cc(-c3ccccc3)nn12

screen / no.	9	10	11	12	13	14	15	16
DRD3 antagonist	26	4	nt	11	nt	17	0	-2
GLP1R ag	2%	7%	nt	-4%	nt	11%	1%	0%
PTHR1 ag	i	i	i	-5%	-40%[inhibitor]	-9%	3%	-1%
GLP1R inv ag	43%[activator]	9%	1%	8%	5%	9%	10%	?
FUS suppressor	23%	6%	15%	20%	-14%	1%	-20%	-5%
aSyn rescue	-4%	-7%	nt	6%	nt	7%	-8%	1%
pAkt inh	nt	i	nt	i	nt	i	i	i
Abeta rescue	-2%	13%	-14%	5%	-13%	6%	-8%	1%
TDP-43 yeast inh	-16%	-7%	5%	19%	3%	-6%	-4%	-7%

Fetched by compound from the list above (three):
10	COc1ccc(C2(CCN=Cc3ccc(N(C)C)cc3)CCOC(C)(C)C2)cc1 (stereo unspecified)
13	Cc1ccccc1C(=O)Nc1cccc(C(=O)OCc2cc(=O)n3nc(C4CC4)sc3n2)c1
9	CCCCn1c(SCC(=O)N2CCCC2)nc2c1c(=O)n(C)c(=O)n2C

screen / no.	10	13	9
DRD3 antagonist	4	nt	26
GLP1R ag	7%	nt	2%
PTHR1 ag	i	-40%[inhibitor]	i
GLP1R inv ag	9%	5%	43%[activator]
FUS suppressor	6%	-14%	23%
aSyn rescue	-7%	nt	-4%
pAkt inh	i	nt	nt
Abeta rescue	13%	-13%	-2%
TDP-43 yeast inh	-7%	3%	-16%

(listing goes on)
17	OC[C@@H]1CN(Cc2cccnc2)C[C@H](n2cnc3c(N4CCOCC4)ncnc32)O1
18	Cc1noc(NS(=O)(=O)c2ccc(NC(=O)COc3ccccc3)cc2)c1C
19	N/C(=N\NS(=O)(=O)c1ccccc1C(F)(F)F)c1ccccn1
20	CCN1CCN(C(=O)CN(c2cccc(Br)c2)S(=O)(=O)c2ccccc2)CC1
21	N#Cc1ccc(C(C(=O)NC2CCCCC2)n2c(=O)c(-c3cc4ccccc4[nH]3)nc3ccccc32)cc1 (stereo unspecified)
22	NS(=O)(=O)c1ccc(NC(=O)c2cc(=O)c3ccccc3o2)cc1
23	Cc1ccccc1NC(=O)CCC(=O)N/N=C/c1c[nH]c2ccccc12
24	CCC(C)n1c(SCC(=O)NC2CCS(=O)(=O)C2)nc2ccccc2c1=O (stereo unspecified)

screen / no.	17	18	19	20	21	22	23	24
DRD3 antagonist	0	-12	1	-13	8	11	11	-2
GLP1R ag	0%	1%	2%	0%	nt	5%	1%	15%
PTHR1 ag	-21%	i	-15%	i	-12%	-7%	-2%	-19%
GLP1R inv ag	-1%	0%	4%	0%	?	10%	8%	13%
FUS suppressor	-12%	15%	-7%	nt	?	6%	18%	-6%
aSyn rescue	-1%	1%	2%	-4%	16%	-1%	-3%	-8%
pAkt inh	i	i	i	i	i	i	i	i
Abeta rescue	-17%	-2%	7%	-3%	?	-3%	-2%	20%
TDP-43 yeast inh	2%	-12%	7%	-15%	?	-3%	-14%	-3%

25	COC(=O)c1cc(=O)nc2sc(-c3ccc(F)cc3)nn12
26	O=C(Nc1ccccc1C(F)(F)F)c1ccc2nccnc2c1
27	CCCn1nnnc1SCC(=O)NC1CCCC1
28	N#Cc1ccc(-c2nc3ccc(Cl)cn3c2Cc2ccsc2)cc1
29	CCOc1cc(NS(C)(=O)=O)c(OCC)cc1NC(=O)c1cccs1
30	COc1ccc2c(c1)C1C=CCC1C(c1cc3c(cc1Br)OCO3)N2 (stereo unspecified)
31	O=C(c1ccc(N2CCCCC2)c([N+](=O)[O-])c1)N1CCOCC1
32	Cc1cccc(C)c1OCC(=O)Nc1cccc(NC(=O)c2ccco2)c1

screen / no.	25	26	27	28	29	30	31	32
DRD3 antagonist	-22	19	-4	-8	18	-18	7	33
GLP1R ag	7%	-3%	10%	0%	8%	-7%	5%	-17%
PTHR1 ag	i	i	i	-82%[inhibitor]	i	-1%	i	-28%
GLP1R inv ag	8%	?	8%	10%	0%	0%	0%	?
FUS suppressor	27%	0%	-3%	33%	24%	38%	10%	10%
aSyn rescue	-14%	5%	2%	11%	-3%	-7%	0%	4%
pAkt inh	i	i	i	i	i	i	i	i
Abeta rescue	-13%	-12%	-5%	-26%	7%	0%	1%	-5%
TDP-43 yeast inh	-8%	26%	-14%	?	8%	15%	8%	25µM*

33	CN(C)C=NC(=O)c1cc(C(=O)c2ccc(C(C)(C)C)cc2)c[nH]1
34	CC(OC(=O)CNC(=O)COc1ccccc1)C(=O)N(C)Cc1ccccc1 (stereo unspecified)
35	COc1ccc(NC(=O)CSc2cn(CC(=O)N3CCOCC3)c3ccccc23)cc1OC
36	Cc1ccc(S(=O)(=O)N2CCC(C(=O)N[C@@H](Cc3ccccc3)C(=O)O)CC2)cc1
37	COc1ccc(-c2noc(N3CCC(C(=O)NCc4ccc(F)cc4)CC3)n2)cc1
38	CCOc1ccc(-c2cn3c(n2)sc2cc(C(=O)NCCc4ccc(OC)c(OC)c4)ccc23)cc1
39	CC(=O)c1ccc(Nc2c3c(nc4ccccc24)CCCC3)cc1
40	COc1ccc(C2CC(=O)c3c(O)cc(O)cc3O2)cc1O (stereo unspecified)

screen / no.	33	34	35	36	37	38	39	40
DRD3 antagonist	-8	2	nt	-9	11	nt	17	6
GLP1R ag	9%	-1%	nt	-7%	-2%	nt	20%	1%
PTHR1 ag	-38%[inhibitor]	i	-5%	-9%[57.5 µM]	i	-20%	-18%	i
GLP1R inv ag	10%	-1%	3%	7%	13%	9%	?	11%
FUS suppressor	1%	9%	4%	4%	-10%	4%	-7%	-21%
aSyn rescue	3%	-2%	nt	-1%	-4%	nt	-8%	13%
pAkt inh	i	i	nt	i	i	nt	i	i
Abeta rescue	-6%	10%	-3%	7%	-14%	-6%	nt	-2%
TDP-43 yeast inh	-13%	12%	20%	14%	10%	8%	-2%	5%

41	CCCCCCSC1=C(C#N)C(c2ccc(O)cc2)CC(=O)N1 (stereo unspecified)
42	Cc1cccc(N2C(=O)CC(NNc3nc4ccccc4s3)C2=O)c1 (stereo unspecified)
43	COc1ccccc1NC(=O)C(=O)NNC(=O)c1ccco1
44	Cc1cc(C(=O)COC(=O)CNC(=O)c2ccc(Cl)c(Cl)c2)c(C)n1Cc1ccco1
45	CC(C)(CNC(=O)Cc1ccc(NS(=O)(=O)c2cccc(C(F)(F)F)c2)cc1)N1CCOCC1
46	COC(=O)C1CN(C(=O)C(C)Oc2cc(C)ccc2C(C)C)c2ccccc2O1 (stereo unspecified)

screen / no.	41	42	43	44	45	46
DRD3 antagonist	1	6	-22	-29	27	2
GLP1R ag	?	1%	-13%	4%	-1%	8%
PTHR1 ag	-11%	0%	i	-17%	i	-25%
GLP1R inv ag	5µM*	?	-6%	5%	-4%	?
FUS suppressor	-29%	-14%	-2%	24%	13%	38%
aSyn rescue	-4%	5%	5%	-2%	0%	2%
pAkt inh	i	i	i	i	i	i
Abeta rescue	4%[9.22 µM]	12%	-1%	-9%	11%	25%
TDP-43 yeast inh	13%	7%	-3%	-25%	13%	10%

Screening results from PubChem.

Only part of the results is shown, so the mix of outcomes need not match the whole.
